GPR55 LPI antagonism: inhibition of LPI-stimulated GPR55 beta-arrestin translocation – imaging, U2OS, beta-arrestin-GFP, LPI agonist, primary screen (AID 2013). U2OS GPR55 beta-arrestin-GFP translocation imaging, LPI antagonism; higher % means a stronger effect. inhibition, % at 10 µM; hits with a dose series show IC50 in µM. 290,000 tested, 0.13% active;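 active = spots per cell inhibited over 60%, with over 100 cells counted and total cytoplasm intensity under 500,000; inconclusive = wells with under 100 cells, flagged as likely toxic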;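 also: U2OS cells stably carrying GPR55 and arrestin-GFP stimulated by 5 µM LPI near EC80; imaged beta-arrestin-GFP aggregate spots per cell after agonist stimulation; plate controls were LPI-stimulated DMSO wells for no effect and DMSO wells without LPI for full effect; some results filed as inactive read as strong as hits; confirmed hits need IC50 under 10 µM and bright autofluorescent wells are also inconclusive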
GPR35 arrestin U2OS: GPR35 antagonists blocking zaprinast-driven arrestin recruitment, primary screen, imaging, U2OS, beta-arrestin-GFP, zaprinast agonist (AID 2058). U2OS GPR35 beta-arrestin-GFP translocation imaging, zaprinast antagonism; higher % means a stronger effect. one-dose inhibition, % at 10 µM; IC50 in µM for titrated hits. 290,000 tested, 0.052% active;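 active = inhibition of at least 50% with at least 30 cells and total cytoplasm GFP at most 10,000,000; inconclusive = under 30 cells or total GFP of 10,000,000 plus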
HIV peptide binding: inhibitors of HIV fusion peptide binding, primary screen, biochemical, uHTS, fluorescence dequenching (AID 1986); cell-free peptide binding, fluorescence dequenching, 30 min; higher % means a stronger effect; inhibition, % at 20 µM; hits with a dose series show IC50 in µM; 290,000 tested, 0.3% active; in the data active = inhibition mostly above about 52%, no sharp cut-off; inactive = mostly below about 76%; also: some results filed as inactive read as strong as hits
Siah-1 displacement: blockers of Siah-1 interaction with plectin peptide – biochemical, fluorescence polarization, rhodamine-plectin, uHTS, primary screen (AID 1817); Siah-1 / rhodamine-plectin peptide fluorescence polarization; higher % means a stronger effect; displacement, % at 20 µM, or IC50 in µM where a hit was titrated; 290,000 tested, 0.02% active;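 active = displacement of at least 50% at 20 µM, with a fluorescence ratio check between 0.3 and a set limit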;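 also: plate controls were Siah plus tracer with DMSO for no effect and tracer alone without Siah for full effect; strong numbers were not always called active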
AID2073: inhibitors of Mint1-CaV2.2 protein interaction, biochemical, HTRF (AID 2073). HTRF protein-protein interaction, Mint1-CaV2.2; higher % means a stronger effect. 290,000 tested, 0.19% active. inhibition, % at 20 µM, or IC50 in µM where a hit was titrated; in the data active = inhibition mostly above about 51%, no sharp cut-off; inconclusive = no clear call, values can overlap the other calls; inactive = mostly below about 53%; also: some results filed as inactive read as strong as hits
NS5 inhibitors: flavivirus cap methylation enzyme inhibition – biochemical, confirmation dose response, primary screen (AID 588689); one-dose inhibition, % at 25 µM; IC50 in µM for titrated hits; Dengue-2 NS5 methyltransferase capping enzyme assay, biochemical; higher % means a stronger effect; 340,000 tested, 0.3% active; in the data active = a potency from the dose series; inconclusive = inhibition above about 29% without an active follow-up result
NTR1 agonist: agonists of NTR1, primary screen, imaging, U2OS cells, beta-arrestin-GFP, high content (AID 493036); P30989; NTR1-U2OS beta-arrestin-GFP spot imaging, agonist mode; activation, % at 20 µM; 330,000 tested, 0.17% active;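 active = activation at or above 40% of the spot to cytoplasm intensity ratio, with at least 20 cells analyzed; inconclusive = wells under 20 cells, flagged as cytotoxic or low count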;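 also: 0% = DMSO without peptide and 100% = 100 nM NTR1 peptide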
Target sequence (P30989 whole entry, looked up): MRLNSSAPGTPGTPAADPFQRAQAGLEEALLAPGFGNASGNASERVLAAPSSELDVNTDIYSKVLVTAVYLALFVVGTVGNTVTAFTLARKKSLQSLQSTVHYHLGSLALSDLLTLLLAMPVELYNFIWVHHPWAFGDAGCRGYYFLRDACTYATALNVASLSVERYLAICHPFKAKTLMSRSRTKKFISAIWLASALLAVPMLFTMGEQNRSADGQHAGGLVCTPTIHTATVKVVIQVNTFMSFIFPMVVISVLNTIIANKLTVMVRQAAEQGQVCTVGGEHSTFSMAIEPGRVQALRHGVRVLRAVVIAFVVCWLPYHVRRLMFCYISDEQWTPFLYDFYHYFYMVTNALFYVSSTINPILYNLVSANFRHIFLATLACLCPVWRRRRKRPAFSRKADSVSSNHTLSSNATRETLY
GPR55 activation: GPR55 agonists via beta-arrestin recruitment, primary screen, imaging, U2OS cells, beta-arrestin-GFP redistribution (AID 1961). U2OS GPR55 beta-arrestin-GFP redistribution imaging; higher % means a stronger effect. activation, % at 10 µM; hits with a dose series show EC50 in µM. 290,000 tested, 0.048% active;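 active = activation above 40% with more than 50 cells counted in the well; inconclusive = wells holding fewer than 50 cells, flagged as toxic or sparse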;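 also: U2OS osteosarcoma cells stably expressing GPR55 and beta-arrestin-GFP; plate controls were DMSO negative control for no effect and LPI positive control for full effect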
K1F lysis inhibition: inhibition of K1F phage lysis, E. coli UTI89, bacterial capsule biogenesis inhibitors, alamar blue (AID 488966) | E. coli UTI89 K1F phage lysis, alamar blue, 2 h; higher % means a stronger effect | one-dose inhibition, % at 100 µM; IC50 in µM for titrated hits | 340,000 tested, 0.02% active;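 active = phage lysis inhibition, versus mean bacterial control, above a set limit; inconclusive = no clear call, values can overlap the other calls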;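 also: capsule biogenesis inhibitors block K1F phage lysis so surviving cells raise fluorescence; higher fluorescence means more inhibition of phage lysis; actives were called in the ten point dose series up to 300 µM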
NTR1 agonist cell count 20 µM: also measured in NTR1 agonist; calls as there; cell count; measured here: cell count, cytotoxicity flag
NS5 inhibitors pilot replicate: further read-out of NS5 inhibitors, marked with its call; inhibition, %; measured here: pilot screen replicate inhibition
* = called active by the depositor; i = inactive; ? = inconclusive; / = no result given; [ ] = dose if it differs, or a comment.

SMILES	GPR55 LPI antagonism	GPR35 arrestin U2OS	HIV peptide binding	Siah-1 displacement	AID2073	NS5 inhibitors	NTR1 agonist	NTR1 agonist cell count 20 µM	GPR55 activation	K1F lysis inhibition	others
C=CCc1ccccc1OCC(CN1CCCCC1)OC(C)=O (stereo unspecified)	-2%	10%	-0.7%	4%	-3%	7%	0.6	39	-0.1%	0.2%
CCn1cc(Cl)c(C(=O)Nc2ccc(OC)c(OC)c2)n1	-10%	-4%	2.0%	8%	-1%	-7%	-0.9	91	0.5%	0.3%
COc1ccc(C)cc1N(CC(=O)Nc1cccnc1)S(=O)(=O)c1ccccc1	-7%	15%	1.0%	3%	6%	5%	-0.1	52	-0.1%	-0.7%
CCOc1ccc(-c2nc(C#N)c(N3CCN(CC)CC3)o2)cc1	10%	3%	3.1%	2%	2%	-1%	1.6	80	-0.2%	0.7%
COc1cccc(OC)c1C(=O)Nc1ccc2c3c(cccc13)CC2	4%	8%	1.6%	-3%	6%	-3%	1.3	29	-0.1%	0.4%
CCCNC(=O)C(Cc1ccccc1)NS(=O)(=O)c1ccc2c(c1)c(=O)n(C)c(=O)n2C (stereo unspecified)	-2%	7%	4.0%	2%	25%	3%	-0.2	81	-0.1%	1.8%
Cc1cc(Cl)cc(C)c1OCCCCCn1ccnc1	-4%	-5%	0.4%	1%	-1%	-3%	-0.4	45	0.4%	1.1%	NS5 inhibitors pilot replicate=-1.8
CC(CCc1ccco1)NC(=O)CCc1nnc2ccc(NCc3ccccc3Cl)nn12 (stereo unspecified)	-2%	-10%	1.8%	-2%	0%	-17%	0.2	58	0.0%	0.1%
COc1ccc2c(C)cc(SCC(=O)NCCN3C(=O)CSC3=O)nc2c1	-1%	-1%	-1.7%	-2%	-4%	-7%	1.9	42	-0.2%	0.7%
CCN(CC)CC(C)(C)NS(=O)(=O)c1ccc(Cl)cc1	5%	-5%	1.0%	0%	4%	-1%	0.6	37	-0.3%	-0.2%
CC(=O)c1cc2c(cc1NS(=O)(=O)c1ccccc1)OCO2	4%	16%	0.5%	3%	-1%	3%	-1.9	75	0.3%	0.3%	NS5 inhibitors pilot replicate=1.2
CNC(=O)c1ccsc1NC(=O)c1ccc(S(=O)(=O)N2CCc3ccccc32)cc1	22%	1%	10%	-6%	-89%	-3%	10	75	-0.3%	1.3%
C=CCn1c(N)c(C(=O)Nc2ccc(C)c(C)c2)c2nc3ccccc3nc21	-4%	12%	0.5%	1%	-3%	2%	-0.9	87	-0.1%	0.1%
O=C(Nc1ncccn1)c1cccs1	-1%	-2%	1.6%	8%	-5%	-6%	0.3	62	-0.1%	4.6%
C[N+](C)(CC#N)C/C=C\c1ccccc1	-5%	-7%	0.9%	1%	-2%	6%	-1.4	36	-0.1%	0.1%

Looked up by structure from the list above, 2 records:
SMILES	GPR55 LPI antagonism	GPR35 arrestin U2OS	HIV peptide binding	Siah-1 displacement	AID2073	NS5 inhibitors	NTR1 agonist	NTR1 agonist cell count 20 µM	GPR55 activation	K1F lysis inhibition	others
C=CCn1c(N)c(C(=O)Nc2ccc(C)c(C)c2)c2nc3ccccc3nc21	-4%	12%	0.5%	1%	-3%	2%	-0.9	87	-0.1%	0.1%
CCCNC(=O)C(Cc1ccccc1)NS(=O)(=O)c1ccc2c(c1)c(=O)n(C)c(=O)n2C (stereo unspecified)	-2%	7%	4.0%	2%	25%	3%	-0.2	81	-0.1%	1.8%

Part of the list above in order of length of the SMILES, rising:
SMILES	GPR55 LPI antagonism	GPR35 arrestin U2OS	HIV peptide binding	Siah-1 displacement	AID2073	NS5 inhibitors	NTR1 agonist	NTR1 agonist cell count 20 µM	GPR55 activation	K1F lysis inhibition	others
C[N+](C)(CC#N)C/C=C\c1ccccc1	-5%	-7%	0.9%	1%	-2%	6%	-1.4	36	-0.1%	0.1%
COc1cccc(OC)c1C(=O)Nc1ccc2c3c(cccc13)CC2	4%	8%	1.6%	-3%	6%	-3%	1.3	29	-0.1%	0.4%
CCCNC(=O)C(Cc1ccccc1)NS(=O)(=O)c1ccc2c(c1)c(=O)n(C)c(=O)n2C (stereo unspecified)	-2%	7%	4.0%	2%	25%	3%	-0.2	81	-0.1%	1.8%

Later entries.
SMILES	GPR55 LPI antagonism	GPR35 arrestin U2OS	HIV peptide binding	Siah-1 displacement	AID2073	NS5 inhibitors	NTR1 agonist	NTR1 agonist cell count 20 µM	GPR55 activation	K1F lysis inhibition	others
COc1ccc(Cc2noc(CN3CCCN(C4Cc5ccccc5C4)CC3)n2)cc1OC	2%	-4%	0.8%	0%	3%	-2%	3.6	32	0.0%	-1.9%
C=CCn1c(COc2cccc(C)c2)nnc1SCn1nnc2ccccc2c1=O	9%	1%	0.4%	6%	-6%	-6%	-1.3	57	0.1%	0.1%
N#Cc1nc(-c2ccco2)oc1N1CCc2ccccc2C1	12%	4%	5.1%	2%	9%	-15%	2.7	48	-0.1%	3.9%
O=C(Nc1nnc(-c2ccc3c(c2)CCCC3)o1)c1ccccc1	2%	-22%	9.8%	-5%	0%	-5%	5.9	99	-0.3%	i
O=C(O)C1CSC(c2ccccc2)N1C(=O)c1ccco1 (stereo unspecified)	-4%	-8%	-2.8%	1%	6%	-2%	1.5	60	-0.2%	0.7%
COc1ccc(-c2nn(-c3ccccc3)cc2/C=N/NC(N)=S)cc1OC	-1%	-20%	0.3%	8%	15%	15%	/	/	-0.1%	4.5%
O=S(=O)(Nc1ccc(N2CCOCC2)cc1)c1ccc(F)cc1F	-2%	4%	-1.9%	-2%	2%	0%	2.1	32	0.6%	0.3%
CC(C)(C)CC(=O)Nc1ccc(-c2cn3cccnc3n2)cc1	4%	-11%	-1.1%	0%	?	-3%	2.5	83	0.0%	-0.1%
Cc1ccc(NC(=O)C2CC(=O)Nc3nc4ccccc4n32)c(C)c1 (stereo unspecified)	14%	-6%	0.0%	1%	-2%	-11%	1.6	64	0.0%	0.0%
CCCCNC(=S)N/N=C/c1sccc1C	6%	1%	-2.3%	8%	-16%	-14%	3.3	56	-0.4%	-0.4%
CC(=O)OC1CC(C)(C)N(OC(=O)CCCN2C(=O)c3ccccc3C2=O)C(C)(C)C1	3%	8%	1.1%	3%	-4%	-4%	2.5	60	0.2%	-2.0%
CCCCSC(=S)N(C)C1CCS(=O)(=O)C1 (stereo unspecified)	-5%	6%	-2.0%	0%	-6%	6%	0.9	44	0.6%	0.0%
CC(C)C(NS(=O)(=O)c1cccs1)C(=O)N1CCc2ccccc2C1 (stereo unspecified)	-4%	-6%	1.1%	4%	10%	-3%	-1.4	56	-0.2%	0.3%
Cc1cc(O)c(NC(=O)c2ccco2)cc1C	-11%	0%	-1.4%	5%	-2%	-3%	-1.9	75	0.6%	0.2%
CCOc1ccc(N(CC(=O)Nc2ccccc2C(=O)N2CCCC2)S(C)(=O)=O)cc1	5%	12%	0.3%	4%	10%	2%	0.6	44	-0.4%	0.3%
CCN=C1SC(CC(=O)Nc2ccccc2OCC)C(=O)N1CC (stereo unspecified)	5%	-1%	-2.3%	8%	-5%	2%	-0.6	87	-0.1%	3.7%
COc1ccc(CC(=O)NNc2ncnc3c2cnn3-c2ccc(C)cc2)cc1	-17%	-17%	0.4%	2%	?	0%	0.5	53	0.4%	1.1%[50 µM]
Cn1nnc(NC(=O)c2cccc(OCc3ccccc3)c2)n1	8%	1%	2.2%	7%	2%	-10%	-2.3	68	-0.1%	2.6%
O=C(N/N=C/c1cccc([N+](=O)[O-])c1)c1cccc(Br)c1	3%	2%	0.7%	9%	9%	-11%	-1.5	73	0.2%	2.4%
COc1cc2c(=O)n(CCC(=O)NCC3CCCO3)c(=O)n(CC(=O)Nc3ccc(C)cc3C)c2cc1OC (stereo unspecified)	4%	1%	3.2%	2%	4%	1%	-0.9	44	-0.1%	2.8%
COc1ccc(-c2cnc(N)n2C)cc1	8%	1%	0.5%	-5%	-3%	-6%	0.9	42	-0.2%	0.1%
COc1cc(COc2ccc3c(C)c(CCC(=O)O)c(=O)oc3c2)cc(OC)c1OC	0%	0%	-1.2%	-1%	11%	-4%	-1.1	74	-0.1%	-0.1%
Cc1ccc(CN2C(=O)CCC2C(=O)NCc2ccc3c(c2)OCO3)cc1 (stereo unspecified)	-7%	3%	-3.2%	1%	0%	1%	0.4	47	-0.1%	0.8%
O=c1[nH]c(CN2CCc3ccccc32)nc2scc(-c3cccs3)c12	-5%	-14%	-1.4%	-3%	28%	-4%	-2.8	83	-0.2%	0.0%
COP(=O)(OC)C(NC(=O)Nc1ccccc1)c1ccccc1 (stereo unspecified)	21%	2%	0.8%	6%	2%	9%	2.3	63	0.2%	0.0%[50 µM]
CCOC(=O)C1CCN(C(=O)c2cc3cc4ccc(OC)cc4nc3o2)CC1	11%	14%	-0.9%	1%	11%	-16%	0.5	56	0.3%	0.2%
CC(NCc1ccncc1)C12CC3CC(CC(C3)C1)C2 (stereo unspecified)	6%	12%	-0.4%	-1%	-1%	7%	-1.0	32	-0.1%	1.6%
CC(=O)c1ccc(-n2c(CCC(=O)O)ccc2-c2ccc(Cl)cc2)cc1	4%	5%	8.1%	4%	8%	-2%	0.5	82	0.0%	-0.1%
Cc1cc(C(=O)Nc2nnc(C3CCCCC3)s2)no1	14%	7%	0.3%	11%	6%	-6%	-1.5	70	-0.4%	2.6%
CCOc1ccc(C2/C(=C(\O)c3cccc(OC)c3)C(=O)C(=O)N2c2cc(C)on2)cc1OC (stereo unspecified)	12%	3%	2.8%	4%	-2%	-1%	-1.4	54	0.3%	1.2%
COc1ccccc1NC(=S)N(CCCN1CCOCC1)Cc1cccs1	22%	-7%	-0.9%	-12%	-24%	-4%	2.7	51	0.2%	0.5%
CCOC(=O)N1CCN(C(=O)CN2C(=O)CC(C)(C)S(=O)(=O)c3ccccc32)CC1	5%	12%	-1.6%	4%	-5%	-7%	-0.3	62	-0.1%	2.1%
N#Cc1c2c(c[nH]c1=O)CCN2Cc1ccccc1	6%	7%	5.3%	-5%	8%	3%	3.2	45	0.1%	0.0%
COc1ccc(S(=O)(=O)N(C)CC(=O)Nc2cccc(C(C)=O)c2)cc1Cl	2%	1%	0.0%	-2%	-2%	-2%	1.5	60	0.3%	5.9%
Cc1nc2ccccc2nc1CN1CCN(Cc2ccc(F)c(F)c2)C(CCO)C1 (stereo unspecified)	6%	-6%	0.2%	2%	4%	-7%	-0.6	68	0.0%	0.2%

Assay outcomes (PubChem)
